A549 viability = A549 cytotoxicity, counter-screen for Nrf2 inhibitors; A549 ARE-Fluc cells, CellTiter-Fluor viability, 18-24 h; Potency, µM (series often up to 46 µM), inactives show at the top dose activity change, negative = cytotoxicity, hits mostly inhibitors; 390,000 compounds, 0.16% hits; also: % is scaled to controls: 0 for no effect and ±100 for the full control effect
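Cytotoxicity counterscreen: CellTiter-Fluor fluorescence was measured in A549 ARE_Fluc cells after 18-24 h of compound exposure in a concentration series. The subsequent BugLite luminescent read reports ARE-luciferase activity.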
Nrf2 block = Nrf2 pathway inhibition; A549 ARE-Fluc reporter, luciferase luminescence, 18-24 h; Potency, µM (titrated, usually from 46 µM), for inactives: at the top dose activity change, negative = inhibition, hits mostly inhibitors; 360,000 compounds, 2.1% hits; also: % is scaled to controls: 0 for no effect and ±100 for the full control effect; nearly all actives have a fitted effect of over 60% in size
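Reporter: ARE-Fluc in A549. Exposure: 18-24 h, 37 °C, 5% CO2, 5% FBS OPTI-MEM. Readouts: fluorescent cytotoxicity (CellTiter-Fluor), then luminescent Nrf2 signal after BugLite.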
MCF10A rereplic = DNA re-replication induction in MCF 10a cells. 350,000 compounds, 2.9% hits. Potency, µM (series often up to 46.1 µM), inactives show top-dose activity, positive = re-replication, usual class: activators. MCF 10A DNA re-replication, Hoechst nuclear intensity, 48 h; also: % of control where 0% means no effect; nearly all actives have a fitted effect of over 50% in size
Nrf2 activator = activators of Nrf2 (ARE) signaling; AREc32 ARE-luciferase reporter (MCF7-derived line), luminescence, 24 h; Potency, µM (titrated, usually from 46.1 µM), without a hit: at the highest dose activation, most hits filed as activators; 410,000 compounds, 0.31% hits; also: % of control where 0% means no effect; nearly all actives have a fitted effect of over 65% in size
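Quantitative high-throughput format: AREc32 reporter cells, 1000 per well, received compound by pin transfer and were incubated 24 hr at 37 deg C, 5% CO2, before Steady-Glo luminescence detection.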
ATXN viability = viability counter-screen for ATXN expression inhibitors; S2 cells (HEK-293 line with an ATXN2-luciferase reporter) viability, CellTiter-Fluor protease fluorescence, 24 h; Potency, µM (series often up to 56.7 µM), hits mostly cytotoxic; 400,000 compounds, 0.49% hits; AID 651635; also: nearly all actives have a fitted effect of over 40% in size
ATXN2 expr inh = inhibitors of ATXN2 expression. HEK-293 ATXN2-luciferase reporter, luminescence, 24 h. Potency, µM (series often up to 57 µM), inactives show top-dose activity change, negative = inhibition, actives largely listed as inhibitors. 360,000 compounds, 0.72% hits; also: % is scaled to controls: 0 for no effect and ±100 for the full control effect; nearly all actives have a fitted effect of over 55% in size
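qHTS (up to 57 uM final) was run with 24 h compound exposure of reporter cells at 37 °C. Each well was multiplexed: SteadyGlo luminescence measured ATXN2-luciferase expression after a fluorogenic Gly-Phe-AFC viability readout (25 uM final).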
EPAC2 antagonist = blocks human EPAC2 exchange factor; Q8WZA2; 360,000 compounds, 0.18% hits; EPAC2 GEF exchange of Rap1B-BODIPY-GDP, fluorescence; Potency, µM (titrated, usually from 114 µM), for inactives: at the highest dose activity, negative = inhibition, actives largely listed as inhibitors; also: % is scaled to controls: 0 for no effect and ±100 for the full control effect; nearly all actives have a fitted effect of over 45% in size; many of its hits are not listed in these tables
Target sequence (Q8WZA2 whole entry, looked up): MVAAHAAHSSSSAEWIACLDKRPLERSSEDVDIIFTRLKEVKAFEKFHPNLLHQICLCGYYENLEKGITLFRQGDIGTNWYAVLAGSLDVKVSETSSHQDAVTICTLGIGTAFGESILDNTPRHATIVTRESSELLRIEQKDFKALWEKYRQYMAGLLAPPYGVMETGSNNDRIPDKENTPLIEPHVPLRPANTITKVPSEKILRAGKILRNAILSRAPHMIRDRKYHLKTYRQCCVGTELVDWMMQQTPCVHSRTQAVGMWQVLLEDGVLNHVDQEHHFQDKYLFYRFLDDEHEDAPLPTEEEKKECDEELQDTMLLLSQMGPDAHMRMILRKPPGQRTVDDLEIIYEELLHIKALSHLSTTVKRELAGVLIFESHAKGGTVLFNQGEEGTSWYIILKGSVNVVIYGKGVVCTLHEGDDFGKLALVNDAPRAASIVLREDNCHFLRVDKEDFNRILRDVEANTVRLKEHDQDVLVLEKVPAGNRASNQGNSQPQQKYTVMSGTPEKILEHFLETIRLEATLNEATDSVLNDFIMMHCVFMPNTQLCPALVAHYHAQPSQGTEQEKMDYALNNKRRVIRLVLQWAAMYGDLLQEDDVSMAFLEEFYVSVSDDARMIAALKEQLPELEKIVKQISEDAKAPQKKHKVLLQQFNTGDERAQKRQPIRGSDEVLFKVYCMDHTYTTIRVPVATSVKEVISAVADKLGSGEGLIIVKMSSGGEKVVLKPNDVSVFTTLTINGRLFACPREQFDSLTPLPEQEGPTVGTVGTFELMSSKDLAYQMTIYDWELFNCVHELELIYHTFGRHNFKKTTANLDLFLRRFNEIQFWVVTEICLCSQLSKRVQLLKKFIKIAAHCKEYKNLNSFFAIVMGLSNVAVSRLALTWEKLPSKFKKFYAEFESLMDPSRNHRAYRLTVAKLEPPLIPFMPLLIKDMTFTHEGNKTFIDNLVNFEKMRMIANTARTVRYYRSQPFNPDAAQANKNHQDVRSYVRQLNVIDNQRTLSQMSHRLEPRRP
HepG2 tox = counter-screen for TGF-b inhibitors: cytotoxicity in HepG2 cells; HepG2 CAGA-GFP viability, ATP luminescence, 18 h; Potency, µM (series often up to 46.1 µM), without a hit: at the top dose activity change, negative = cytotoxicity, usual class: cytotoxic; 410,000 compounds, 0.76% hits; AID 588856; also: some results filed as inactive show a strong effect at the top dose
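CellTiter-Glo luminescence gave cytotoxicity after 18 hours at 37 degrees C. The cells were HepG2 CAGA-GFP in 1% FBS DMEM, stimulated with 500 pg/mL TGF-beta after compound addition. %Activity was normalised to no-cell wells (complete cell-killing) and DMSO (no toxicity), and curves were fitted and classified.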
TGFb inhibitor = inhibitors of TGF-b signaling | HepG2 CAGA-GFP TGF-b/SMAD3 reporter, GFP fluorescence, 18 h; TGF-beta stimulated, 500 pg/mL final | 410,000 compounds, 1.2% hits | AID 588855 | Potency, µM (top dose mostly 46.1 µM), for inactives: at the top dose activity, negative = inhibition, hits mostly inhibitors; also: % is scaled to controls: 0 for no effect and ±100 for the full control effect; nearly all actives have a fitted effect of over 65% in size
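TGF-beta reporter screen: HEPG2 CAGA-GFP, 1% FBS, 500 pg/mL TGF-beta final, 18 h; per-cell GFP summed per well; curves fitted and categorized by class.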
Numbers without * were called inactive; i = inactive; ? = inconclusive; · = not tested or not shown; ! = not confirmed by another sample; [ ] = dose if it differs, or a comment. Calls follow the shape of the dose curve; as a rule, active = well fitted curve in the direction sought with a large enough effect; inconclusive = small, poorly fitted or top-dose-only effect, or another doubt; inactive = no such curve, though single readings can be large; an effect the other way counts as inactive or inconclusive. Potency is read from the fitted curve at half-maximal effect.

SMILES	A549 viability	Nrf2 block	MCF10A rereplic	Nrf2 activator	ATXN viability	ATXN2 expr inh	EPAC2 antagonist	HepG2 tox	TGFb inhibitor
CCOc1ccc(/C=C(\C#N)C(=O)Nc2ccccn2)cc1	0%	-28%	8%	3.0%	i	·	9%	22%	29%
CCOc1ccc(N2C(=O)c3cccnc3C2Nc2ccc(OC)cc2)cc1 (configuration not stated)	8%	15%	0%	0.3%	?	2%	-4%	-32%	-6%
CCC(Oc1cccc(Cl)c1)C(=O)N1CCCN(C)CC1 (configuration not stated)	10%	6%	12%	-0.2%	i	-7%	5%	-11%	-2%
O=C(CSc1nnc(-c2ccccn2)n1Cc1ccco1)c1ccc(-c2ccccc2)cc1	?	?	?	0.5%	i	-16%	-2%	-15%	12%
C/C(=N\NC(=O)C1(C)CC1(Br)Br)c1ccc(NC(=O)c2ccc(C)o2)cc1 (configuration not stated)	-5%	-26%	?	2.3%	i	3%	-11%	-10%	1%
O=C(CC1S/C(=N/N=C2CCCCCC2)NC1=O)Nc1ccc(Br)cc1F (configuration not stated)	0%	-2%	17%	3.2%	?	-11%	-8%	-30%	-31%
CCCCc1c(O)nc(SCC(=O)c2ccccc2)n(-c2ccccc2)c1=O	-10%	23%	9%	2.0%	i	-4%	0%	11%	-24%
O=c1c2cn[nH]c2nc(SCc2ccccc2F)n1-c1ccc(Br)cc1	-8%	?	18µM*	3.3%	i	-34%	-12%	16µM*	10µM*
C/C(=C\C(=O)c1ccc(C)o1)Nc1ccc2c(c1)OCO2	-3%	29%	-1%	2.6%	i	91%[activator]	2%	-3%	12%
Cc1ccc(CN2C(=O)N/C(=C\c3ccc(-c4ccc(C(=O)O)cc4C)o3)C2=O)cc1	0%	-18%	?	-0.4%	i	·	6%	8%	26%
CCOC(=O)/C(=C\c1ccc([N+](=O)[O-])cc1)C(=O)c1cc(C(C)=O)c(Nc2ccccc2)s1	-7%	1%	1.5µM*	26%	32µM*	8.9µM*	0%	5µM*	?
CCNC(=O)C1(C)CCN(C(=O)c2cc(F)ccc2C)C1 (configuration not stated)	·	·	·	0.0%[9.22 µM]	i	-4%	1%	13%	10%
CC(=O)c1nn(-c2cccc(Br)c2)cc1C(=O)c1ccc(Br)cc1	-7%	?	-154%[0.0737 µM]	-0.7%	i	-18%	-1%	-3%	1%
O=C(COC(=O)CCc1ccccc1)NC(c1ccccc1)c1ccccc1	-4%	4%	0%	0.0%	i	-8%	-16%	-29%	4%
C=CCN1C(=O)CSc2ccc(C(=O)NCCC3=CCCCC3)cc21	-2%	·	7%	-0.4%	i	9%	-2%	-20%	3%
CC(C)(C)NC(=O)C(c1ccncc1)N(C(=O)Cn1nnc(-c2ccc(F)cc2)n1)c1cccc(F)c1 (configuration not stated)	-1%	5%	3%	0.1%	i	1%	3%	-5%	-21%
Cc1nc(Nc2ccccc2)sc1-c1ccccc1	10%	?	?	13%[9.22 µM]	i	160%[activator]	-11%	-72%	?
COc1cc(/C=N/NC(=S)NCc2ccccc2)ccc1OCC#N	6%	-29%	2%	-0.5%	i	-7%	-1%	11%	-12%
CC(=O)c1ccc(NC(=O)c2ccc(C)c(S(=O)(=O)N3CCOCC3)c2)cc1	-5%	?	-3%	3.0%	i	6%	0%	-10%	-6%
COc1nnc(-c2ccc(N3CCCCC3)c(NC(=O)c3ccc(Cl)cc3)c2)c2ccccc12	5%	2%	·	-0.4%	i	5%	·	0%	12%
CC(=O)NC(Cc1ccccc1)C(=O)OCC(=O)c1ccc(Cl)cc1 (configuration not stated)	-2%	-9%	7%	-0.2%	i	1%	0%	3%	17%
CCCOc1ccc(F)cc1-c1cc(C(=O)NCc2ccc(C(F)(F)F)cc2)[nH]n1	·	·	·	-1.9%	i	-9%	8%	-7%	?
CCn1c(SCC(=O)Nc2nccc(C)n2)nc2ccccc21	4%	-2%	3%	0.1%	?	8%	0%	10%	5%
CCCn1c(N)c(N(CCOC)C(=O)c2cc3c(s2)CCC(CC)C3)c(=O)[nH]c1=O (configuration not stated)	-7%	3%	0%	-1.0%	i	-9%	-4%	-1%	21%
CCCCC[C@H]1CN(Cc2ccccc2)C(=O)[C@@H]1CC(=O)NCc1ccccc1	-1%	-19%	?	0.9%	?	?	-13%	14µM*!	18µM*
CC(C)C(=O)Nc1nnc(SCC(=O)NCc2ccc3c(c2)OCO3)s1	1%	7%	-1%	0.4%	i	-12%	34%[activator]	0%	2%
CCCCN(C)c1c(N2CCC(C(=O)OCC)CC2)c(=O)c1=O	13%	12%	-1%	-0.4%	i	5%	0%	3%	4%
Cc1onc(-c2c(F)cccc2Cl)c1C(=O)OCC(=O)Nc1cccc(S(=O)(=O)N(C)C)c1	-10%	?	7%	2.9%	?	-31%	2%	7.1µM*	?
CN(C)S(=O)(=O)c1cccc(NC(=O)CCc2nc3cc(S(=O)(=O)N4CCOCC4)ccc3n2C)c1	1%	18%	-11%	-0.7%	i	-6%	-10%	-2%	2%
COc1cc(NC(=O)Cc2ccccc2)ccc1NC(=O)Cc1ccccc1	5%	-14%	?	0.1%	i	-5%	1%	-4%	-7%
COc1ccc(C(=O)CSc2nnn(-c3cccc(NC(C)=O)c3)n2)cc1	0%	-3%	?	6.4%	i	27%	1%	2%	-1%
Cc1cccc(-n2c(C)nc3cc(C(=O)NCCN4CCOCC4)ccc32)c1	·	·	·	0.0%	?	·	0%	1%	-6%
CCOC(=O)c1cnc2c(C)c(Cl)ccc2c1Nc1ccc(N2CCOCC2)cc1	-1%	6%	·	4.8%	i	4%	·	-46%	8%
Cc1cc(=O)n2c(C)n[nH]c2n1	0%	13%	-11%	0.2%	i	4%	-4%	11%	21%
COc1ccc(OC)c(S(=O)(=O)NCC(=O)O)c1	-3%	-8%	-17%	-0.3%	i	16%	-6%	19%	1%
O=C1COc2ccc(C(=O)COC(=O)CNC(=O)c3ccccc3)cc2N1	1%	8%	8%	-0.7%	i	5%	1%	13%	4%
COC(=O)COc1ccc(S(=O)(=O)NCc2ccc3c(c2)OCO3)cc1	0%	0%	10%	0.4%	?	18%	4%	2%	4%
COc1cc(/C=N/NC(=O)c2cc(C34CC5CC(CC(C5)C3)C4)[nH]n2)ccc1O	3%	-4%	1.3µM*	0.6%	?	-37%	-12%	-36%	8%
COc1cc(OC)c(OC)cc1/C=C/c1nc2cc3ccccc3cc2c(=O)n1-c1ccccc1Br	-15%	·	·	6.2%	·	·	·	5%	14%
O=C(CN1C2CCCC1CC(NC(=O)C1CCCCC1)C2)Nc1ccccc1 (configuration not stated)	5%	8%	-8%	0.5%	i	-4%	-8%	14%	14%
O=C(C1CCCO1)N1CCN(C(=S)Nc2cccc(Cl)c2)CC1 (configuration not stated)	-1%	16%	?	-0.7%	i	1%	2%	6%	?
COc1ccc(N(CC(=O)NCc2ccco2)C(=O)CCC(=O)Nc2ccccn2)cc1	0%	7%	-9%	0.2%	i	-8%	1%	20%	39%
Cc1cccc(NS(=O)(=O)c2ccc(C)c(C(=O)NNC(=O)c3csc(N4CCOCC4)n3)c2)c1	-2%	-24%	?	-0.9%	i	-6%	-6%	-28%	5%
O=C(NCC1CCCO1)c1ccccn1 (configuration not stated)	-6%	4%	?	-0.2%	i	-11%	-23%[57.1 µM]	-20%	16%
COc1ccc(OCc2cc(C(=O)N(Cc3nccn3C)C(C)C)no2)c2ccccc12	-2%	-2%	?	8.9%	i	·	-9%	-66%	?

Part of the list above, as labelled records.
O=C1COc2ccc(C(=O)COC(=O)CNC(=O)c3ccccc3)cc2N1
  A549 viability: 1%; Nrf2 block: 8%; MCF10A rereplic: 8%; Nrf2 activator: -0.7%; ATXN viability: i; ATXN2 expr inh: 5%; EPAC2 antagonist: 1%; HepG2 tox: 13%; TGFb inhibitor: 4%

COC(=O)COc1ccc(S(=O)(=O)NCc2ccc3c(c2)OCO3)cc1
  A549 viability: 0%; Nrf2 block: 0%; MCF10A rereplic: 10%; Nrf2 activator: 0.4%; ATXN viability: ?; ATXN2 expr inh: 18%; EPAC2 antagonist: 4%; HepG2 tox: 2%; TGFb inhibitor: 4%

COc1cc(/C=N/NC(=O)c2cc(C34CC5CC(CC(C5)C3)C4)[nH]n2)ccc1O
  A549 viability: 3%; Nrf2 block: -4%; MCF10A rereplic: 1.3µM*; Nrf2 activator: 0.6%; ATXN viability: ?; ATXN2 expr inh: -37%; EPAC2 antagonist: -12%; HepG2 tox: -36%; TGFb inhibitor: 8%

Later entries:
SMILES	A549 viability	Nrf2 block	MCF10A rereplic	Nrf2 activator	ATXN viability	ATXN2 expr inh	EPAC2 antagonist	HepG2 tox	TGFb inhibitor
Cc1ccccc1Nc1nnc(SCC(=O)NCc2cccs2)s1	2%	-9%	-4%	0.0%[9.22 µM]	i	-11%	-6%	16%	9%
O=C(COC(=O)C12CC3CC(CC(Br)(C3)C1)C2)Nc1cccnc1Cl	2%	-6%	21%	-0.5%	i	-6%	-14%	-3%	14%
Cc1cc(NC(=O)C(C)Oc2ccc(Cl)cc2Cl)no1 (configuration not stated)	4%	?	9%	0.5%	i	-6%	-15%	-1%	-1%
CC(=O)C1(O)CCC2C3CCC4CC(O)CCC4(C)C3C(=O)CC21C (configuration not stated)	8%	14%	2%	0.3%	i	-3%	-11%	-3%	8%
COc1ccccc1N(C)S(=O)(=O)c1ccc(C(=O)Nc2nc(C)c(C(C)=O)s2)cc1	-1%	-16%	4%	-0.3%	i	·	-3%	-3%	1%
S=C(Nc1ccc2c(c1)OCO2)Nc1ccccc1Cl	6%	8%	7%	1.0%	i	15%	-1%	-13%	?
CN1CCN(c2oc(-c3ccc(COc4ccc(Cl)cc4)o3)nc2C#N)CC1	-7%	?	·	-0.6%	?	-33%	·	-30%	-14%
Clc1ccc(-c2noc3ncnc(NCCc4ccccc4)c23)cc1	-2%	-1%	·	0.3%	i	9%	·	-31%	-4%
COc1ccc(CNC(=O)COc2ccc(S(=O)(=O)N3CCOCC3)cc2C)cc1	2%	-6%	0%	1.5%	i	-15%	-3%	-37%	-14%
CCc1ccccc1-n1c(N)c(C(=O)OC)c2nc3ccccc3nc21	7%	2%	·	2.7%	·	-8%	·	-6%	21%
O=C(CSCc1cnn(-c2ccccc2)c1-n1cccc1)NCc1ccccc1F	5%	?	·	1.6%	·	·	·	-35%	?

From PubChem BioAssay

Not all compounds are listed; count on the stated rates, not on these rows.
